inhibitors of VEEV: inhibitors of VEEV TC-83 cytopathic effect, confirmation, Vero cells (AID 588727) | Vero cells, VEEV TC-83 cytopathic effect inhibition; higher % means a stronger effect | inhibition, % at 20 µM, or IC50 in µM where a hit was titrated | 350,000 compounds, 0.13% hits; in the data active = a potency from the dose series; also: strong numbers were not always called active
Active calls of the source: *; i = inactive.

SMILES	inhibitors of VEEV
O=C1NC(Cc2ccc(O)cc2)c2nc3ccccc3c(=O)n2-c2ncccc21 (centres undefined)	0.1%
C[C@H](CO)N1C[C@H](C)[C@@H](CN(C)C(=O)CN2CCOCC2)Oc2ncc(-c3cncnc3)cc2C1=O	0.3%
CC(C)OC(=O)N(C)C[C@@H]1OCc2cnnn2CCCC(=O)N([C@H](C)CO)C[C@H]1C	0.7%
CC1C(=O)N(Cc2cn(CC3CCCCC3)nn2)CCS(=O)(=O)N1Cc1ccc(-c2ccc(F)nc2)cc1 (centres undefined)	i
Cc1cccc(OC(=O)Nc2ccc(C(=O)O)c(O)c2)c1	i
COc1ccc(CN2CCC[C@]3(N[C@H](c4ccc(C(F)(F)F)cc4)[C@@H]4C(=O)N(Cc5ccccc5)C(=O)[C@@H]43)C2=O)cc1	0.7%
N#CC(=C1C=C(Br)C(=NO)C=C1Cl)c1cccc2ccccc12	6.2%
O=C(/C=C/c1ccc2c(c1)OCO2)NCCS(=O)(=O)N1CCN(c2ccccc2)CC1	i
COc1ccc(C(=O)OCC(=O)N2CCN(C(=O)c3ccco3)CC2)c(OC)c1OC	i
CC1CCCCC1NC(=O)CSc1nnc(-c2ccco2)n1N (centres undefined)	5.1%
C[C@@H]1CN([C@@H](C)CO)C(=O)CCCn2nncc2CO[C@H]1CN(C)Cc1ccccc1	i
Cc1ccc([C@H]2C[C@H](O)[C@@H](n3cc(COC(=O)c4ccccc4)nn3)CN2C(=O)C2CCCCC2)cc1	0.8%
COc1ccc(-c2cnc(C(N)=O)c(=O)[nH]2)cc1	0.4%
C[C@@H]1CCCCO[C@H](CN(C)S(=O)(=O)c2cccs2)[C@@H](C)CN([C@H](C)CO)C(=O)c2cc(NC(=O)C3CCCCC3)ccc2O1	0.7%
O=C(COc1ccc(S(=O)(=O)N2CCOCC2)cc1Cl)NCc1ccc2c(c1)OCO2	1.3%
CCN(CC(=O)Nc1ccc(NC(C)=O)cc1)CC(=O)Nc1cccc2ccccc12	0.8%
COCCN(C(=O)COC(=O)c1ccc2ccccc2c1)c1c(N)n(Cc2ccccc2)c(=O)[nH]c1=O	1.6%
Cn1nc(N)c2ncc(-c3ccc(Cl)cc3)nc21	i
CN(C(=O)COC(=O)/C=C/c1ccccc1)C1CCS(=O)(=O)C1 (centres undefined)	0.0%
Nc1ccn([C@@H]2O[C@H](CNCc3cnc(N4CCOCC4)nc3)[C@@H](O)[C@H]2O)c(=O)n1	2.6%
C[C@H](CO)N1C[C@H](C)[C@H](CN(C)C(=O)Nc2ccc(C(C)(C)C)cc2)OCc2cnnn2CCCC1=O	3.7%
Oc1ccc(CCc2ccccn2)cc1	i
COc1ccc(C(=O)CC(C(=O)O)c2ccc(OC)c(OC)c2)cc1OC (centres undefined)	i
C[C@H]1CN(CCc2ccccc2)C(=O)[C@@H]1CC(=O)Nc1ccc(Br)cc1	i
CCOC(=O)C1=C(COC(=O)/C=C/c2ccc(F)cc2)NC(=O)NC1C (centres undefined)	9.2%
(next part)
SMILES	inhibitors of VEEV
COc1cc(Cl)c(C)cc1NC(=O)c1ccccc1NC(=O)CN1CCN(C(C)=O)CC1	6.8%
COc1ccccc1NC(=O)N(C)C[C@@H]1OCc2cnnn2CCCC(=O)N([C@H](C)CO)C[C@@H]1C	0.5%
Nc1ccn(CCCNCC(c2ccccc2)c2ccccc2)c(=O)n1	4.1%
Cn1nc(N)c2ncc(C(Cl)(Cl)Cl)nc21	2.2%
O=C(NCCS(=O)(=O)N1CCN(c2ccccc2)CC1)C1CCCCC1	0.2%
O=C(NCc1nnnn1-c1ccc(Cl)cc1)c1ccc2c(c1)OCO2	0.4%
CCCCCCN1C[C@@H](n2cc(-c3ccc(F)cc3)nn2)[C@H](O)C[C@@H]1c1ccc(Cl)cc1	7.6%
Cc1ccc([C@H]2C[C@H](n3cc(-c4ccc(F)cc4)nn3)[C@@H](O)CN2CC2CCCCC2)cc1	58%
C[C@@H]1CN([C@H](C)CO)C(=O)CCCn2nncc2CO[C@@H]1CN(C)C(=O)Nc1ccc(N2CCCCC2)cc1	45%
Cc1ccc(NC(=O)CCNC(=O)N2CC(=O)Nc3ccccc32)cc1Cl	6.9%
Cn1nc(NC(=O)C(F)(F)F)c2nccnc21	0.2%
CC(CO)NS(=O)(=O)c1cc(Cl)ccc1F (centres undefined)	0.3%
CC1NC(=O)c2cc3ccccc3cc2-n2c1nc1ccc(F)cc1c2=O (centres undefined)	1.1%
C[C@@H]1CN([C@@H](C)CO)C(=O)CCCn2cc(nn2)CO[C@H]1CN(C)S(=O)(=O)c1cccs1	1.5%
C[C@@H]1CN([C@H](C)CO)C(=O)CCCn2nncc2CO[C@H]1CN(C)S(=O)(=O)c1ccc(Cl)cc1	0.4%
COc1ccc2c(CN3CCN(Cc4ccccc4)CC3)cc(=O)oc2c1	0.7%
O=C(NC1CCCCC1)N(c1ccccc1)c1nnc(-c2cccc([N+](=O)[O-])c2)s1	2.5%
C[C@H](CO)N1C[C@H](C)[C@H](CN(C)C(=O)OCc2ccccc2)OCc2cnnn2CCCC1=O	0.0%
C[C@@H]1CN([C@H](C)CO)C(=O)c2c(c3ccccc3n2C)-c2ccccc2CO[C@H]1CN(C)C(=O)Nc1ccccc1	1.2%
COc1ccccc1C(=O)NNC(=O)c1cc2ccccc2cc1O	10%
Cc1ncc(C(O)c2ccccc2)n1Cc1ccccc1 (centres undefined)	i
Cc1ccccc1NC(=O)c1cc(-c2ccco2)nc2ccccc12	10%
Cc1cc(C)cc(NC(=O)C2CCCCN2S(=O)(=O)c2ccccc2)c1 (centres undefined)	i
C[C@H]1CN([C@@H](C)CO)C(=O)c2cc(Br)cnc2O[C@H]1CN(C)C(=O)c1cccnc1	2.7%
COc1ccc(C(=O)Nc2ccccc2C(=O)Nc2ccccc2)cc1	i

Some of these compounds in order of molar mass, highest first:
SMILES	inhibitors of VEEV
C[C@@H]1CN([C@H](C)CO)C(=O)CCCn2nncc2CO[C@@H]1CN(C)C(=O)Nc1ccc(N2CCCCC2)cc1	45%
O=C(NCCS(=O)(=O)N1CCN(c2ccccc2)CC1)C1CCCCC1	0.2%
COc1ccccc1C(=O)NNC(=O)c1cc2ccccc2cc1O	10%

(cont.)
SMILES	inhibitors of VEEV
COc1ccccc1NC(=O)N(C)C[C@H]1Oc2ncc(Br)cc2C(=O)N([C@H](C)CO)C[C@H]1C	0.0%
COc1cc2c(cc1OC)C(c1c(-c3c(Cl)cccc3Cl)noc1C)=NCC2	6.8%
CCN1C(=O)[C@H]2[C@@H](c3ccc(OC)cc3)N[C@]3(CCCN(Cc4cccn4C)C3=O)[C@H]2C1=O	i
CCOC(=O)C(=NO)C1=CSC2=NNC(C)(C)N12	1.9%
C[C@@H]1CN([C@@H](C)CO)C(=O)c2cc(Br)cnc2O[C@H]1CN(C)S(=O)(=O)c1ccccc1	1.9%
Cc1cc(C)c(S(=O)(=O)N2Cc3ccccc3-n3nncc3C2)c(C)c1	i
CC1C=CC(C)C(C(=O)c2ccccc2)C1C(=O)c1ccccc1 (centres undefined)	i
O=C1CC(=O)Nc2ccccc2N1	i
Cc1nc(SCC(=O)NC2CCCC2)c2oc3ccccc3c2n1	2.9%
CCN(CC)C(=O)C1=C(C)N(Cc2ccc(C(C)(C)C)cc2)C(=O)C(CC(=O)NCc2cccc3ccccc23)C1 (centres undefined)	6.4%
C[C@@H]1CCCCO[C@@H](CN(C)C(=O)Nc2ccccc2)[C@@H](C)CN([C@H](C)CO)C(=O)c2cc(N(C)C)ccc2O1	4.2%
COC(=O)[C@H]1C[C@@]2(O)CN(S(=O)(=O)c3ccc(C)cc3)C[C@@]2(OC(=O)NC2CCCC2)C[C@H]1C(=O)OC	2.2%
CCN(CC)S(=O)(=O)c1ccc(N2CCOCC2)c(NC(=O)c2cc3ccccc3o2)c1	8.7%
CCOCc1nc(N)nc(N)c1-c1cccc(Cl)c1	3.3%
C[C@H]1CN([C@@H](C)CO)C(=O)CCCn2nncc2CO[C@H]1CN(C)C(=O)Nc1ccc(N2CCCCC2)cc1	8.3%
COc1ccc(NC(=O)N(C)C[C@@H]2Oc3ncc(Br)cc3C(=O)N([C@@H](C)CO)C[C@@H]2C)cc1	i
O=[N+]([O-])c1ccc(NCCCc2ccccc2)cc1	i
CC(C)CN(C(=O)COC(=O)c1cccs1)c1c(N)n(Cc2ccccc2)c(=O)[nH]c1=O	6.5%
C[C@@H]1CN([C@@H](C)CO)C(=O)CCCn2nncc2CO[C@H]1CN(C)S(=O)(=O)c1ccc(Oc2ccccc2)cc1	i
Cc1ccc(C)c(-n2nnc3ccccc3c2=O)c1	2.2%
CCN(CC)S(=O)(=O)c1ccc(N2CCCCC2)c(NC(=O)C2CSC3(C)CCC(=O)N23)c1 (centres undefined)	4.3%
C[C@H]1CN([C@@H](C)CO)S(=O)(=O)c2ccc(Br)cc2O[C@H]1CN(C)S(=O)(=O)c1ccccc1	3.3%
CC(C)C1C(=O)N(Cc2cn(CCC3OCCCO3)nn2)CCS(=O)(=O)N1Cc1ccc(-c2ccc(Cl)c(Cl)c2)cc1 (centres undefined)	i
CCN1C(=O)[C@H]2[C@@H](c3ccc(C(F)(F)F)cc3)N[C@]3(CCCN(Cc4ccc(Br)cc4)C3=O)[C@H]2C1=O	i
CN(C)C(CNC(=O)c1sc2ccccc2c1Cl)c1ccco1 (centres undefined)	1.2%

Compounds above with an aryl methoxy group, in the order listed:
SMILES	inhibitors of VEEV
COc1ccc(CN2CCC[C@]3(N[C@H](c4ccc(C(F)(F)F)cc4)[C@@H]4C(=O)N(Cc5ccccc5)C(=O)[C@@H]43)C2=O)cc1	0.7%
COc1ccc(C(=O)OCC(=O)N2CCN(C(=O)c3ccco3)CC2)c(OC)c1OC	i
COc1ccc(-c2cnc(C(N)=O)c(=O)[nH]2)cc1	0.4%
COc1ccc(C(=O)CC(C(=O)O)c2ccc(OC)c(OC)c2)cc1OC (centres undefined)	i
COc1cc(Cl)c(C)cc1NC(=O)c1ccccc1NC(=O)CN1CCN(C(C)=O)CC1	6.8%
COc1ccccc1NC(=O)N(C)C[C@@H]1OCc2cnnn2CCCC(=O)N([C@H](C)CO)C[C@@H]1C	0.5%
COc1ccc2c(CN3CCN(Cc4ccccc4)CC3)cc(=O)oc2c1	0.7%
COc1ccccc1C(=O)NNC(=O)c1cc2ccccc2cc1O	10%
COc1ccc(C(=O)Nc2ccccc2C(=O)Nc2ccccc2)cc1	i
COc1ccccc1NC(=O)N(C)C[C@H]1Oc2ncc(Br)cc2C(=O)N([C@H](C)CO)C[C@H]1C	0.0%
COc1cc2c(cc1OC)C(c1c(-c3c(Cl)cccc3Cl)noc1C)=NCC2	6.8%
CCN1C(=O)[C@H]2[C@@H](c3ccc(OC)cc3)N[C@]3(CCCN(Cc4cccn4C)C3=O)[C@H]2C1=O	i
COc1ccc(NC(=O)N(C)C[C@@H]2Oc3ncc(Br)cc3C(=O)N([C@@H](C)CO)C[C@@H]2C)cc1	i

Additional structures.
SMILES	inhibitors of VEEV
C[C@@H]1CN([C@@H](C)CO)C(=O)CCCn2nncc2CO[C@@H]1CN(C)C(=O)OCc1ccccc1	i
O=C(NC1CCCCC1)c1ccc2ccccc2c1	0.7%
COc1ccc(NC(=O)COC(=O)c2ccc(S(=O)(=O)N3CC(C)CC(C)C3)cc2)cc1OC (centres undefined)	0.1%
Cc1ccc(-c2csc3ncnc(N4CCN(S(=O)(=O)c5ccc(C#N)cc5)CC4)c23)cc1	7.3%
CCc1ccc([C@@H]2C[C@H]3[C@@H](CN2S(=O)(=O)c2ccc(C)cc2)C(=O)C[C@@H](c2cccc(Cl)c2)N3S(=O)(=O)c2ccc(C)cc2)cc1	i
Cc1ccc(CN2CCC[C@]3(N[C@H](c4ccc(C(F)(F)F)cc4)[C@@H]4C(=O)N(Cc5ccccc5)C(=O)[C@@H]43)C2=O)cc1	1.8%
NC(=O)c1csc(CCNC(=O)c2ccccc2)n1	0.1%
Cc1ccc(C(=O)OCC(=O)NC2CCCC(C)C2C)s1 (centres undefined)	1.7%
CC1NC(=O)c2cc3ccccc3cc2-n2c1nc1cc(Cl)ccc1c2=O (centres undefined)	1.4%
CCN(CC)CCOc1ccc(-c2c(C)c3c(ccc4ccccc43)oc2=O)cc1	i
C[C@@H]1CN([C@H](C)CO)C(=O)CCCn2nncc2CO[C@H]1CN(C)Cc1ccc(-c2ccccc2)cc1	i
COC(=O)C[C@H]1C[C@@H]2c3cc(NC(=O)Nc4ccccc4)ccc3O[C@@H]2[C@@H](CO)O1	0.0%
C[C@H]1CN([C@@H](C)CO)S(=O)(=O)c2ccc(Br)cc2O[C@@H]1CN(C)C(=O)C1CCOCC1	3.0%
CC1=C(C(=O)N2CCOCC2)CC(CC(=O)NC(c2ccccc2)c2ccccc2)C(=O)N1Cc1ccc(F)cc1 (centres undefined)	3.2%
O=C(COC(=O)/C=C/c1ccc2ccccc2n1)NNC(=O)c1ccccc1	3.5%
O=[N+]([O-])c1ccc(-c2nc(Cl)c3c(n2)CCCC3)o1	4.9%
S=C1SC2(CCCCCC2)NC2=C1CCCCC2	i
CC1=C(C(=O)N2CCOCC2)CC(CC(=O)NCc2cccs2)C(=O)N1Cc1ccc(F)cc1 (centres undefined)	2.4%
C#CCN(C[C@H]1[C@H](OC(=O)NCc2ccccc2F)[C@H](OC(=O)NCc2ccccc2F)C[C@@H](C(=O)OC)[C@H]1C(=O)OC)S(=O)(=O)c1ccc(C)cc1	1.6%
COc1ccc(CNC(=O)O[C@@H]2C[C@H]3C(=O)N(c4ccccc4)C(=O)[C@H]3[C@@]3(CN(S(=O)(=O)c4ccc(C)cc4)C[C@H]3C)[C@@H]2O)cc1OC	2.6%
C=CCn1nc(C(=O)OCC)cc1-c1sc(NC(=O)c2ccccc2)nc1C	6.9%
O=C(CN1CCOCC1)N1c2ccccc2Sc2ccc(Cl)cc21	1.6%

Bioassay records from PubChem BioAssay.

Only part of the results is shown, so the mix of outcomes need not match the whole.
